Screens deposited in PubChem BioAssay by National Center for Advancing Translational Sciences (NCATS).
GAA glycogen: alters human alpha-glucosidase cleavage of glycogen. P10253. 0.38% of 300,000 active. recombinant GAA, glycogen substrate, Amplex Red glucose oxidase fluorescence. Potency, µM (top dose mostly 76.4 µM), inactives show at the top dose activity change, negative = inhibition, actives largely listed as inhibitors; active = well fitted inhibition curve with a large enough effect; inconclusive = small, poorly fitted or top-dose-only effect, or another doubt; inactive = no such curve, though single readings can be large or run the other way;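 note: 0% = full enzyme reaction and -100% = no-enzyme basal signal; the screen sought inhibitors and activators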
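Recombinant enzyme (4 nM final) with compounds titrated up to 77 uM and bovine liver glycogen (30 ug) in citrate pH 5.0, 0.01% Tween-20, 37 C 40 min. Released glucose detected by Amplex Red/glucose oxidase (Ex 573/Em 610); AC50 from Hill fits.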
Numbers without * were called inactive; u = inconclusive; [ ] = remark or other dose. Potency is the fitted concentration of half-maximal effect.

Compound | GAA glycogen
Cc1ccc(NC(=O)N2C3CCCC2CC(NC(=O)C2CC2)C3)cc1 (centres undefined) | -1%
COc1ccccc1C(CNC(=O)c1cc(C)nc2ccccc12)N(C)C (centres undefined) | 2%
CCCn1nnnc1SCC(=O)N1CCCCC1 | 7%
CC(=O)N1CCN(C(=O)c2cc(-c3cccc4ccccc34)nc3ccccc23)CC1 | 0%[76.3 µM]
CC1CN(CCCCSc2ccc(Cl)cc2)CC(C)O1 (centres undefined) | -5%[76.3 µM]
Cc1ccc(C)c(OCC(=O)Nc2ccccc2N2CCCC2)c1 | 1%[76.3 µM]
CCOC(=O)c1ccc(NC(=O)CCNS(=O)(=O)c2cccs2)cc1 | -12%
CCN1CCN(CCCNC(=O)C2CCN(c3nnc(-n4cccc4)s3)CC2)CC1 | 9%[76.3 µM]
O=C(CNC(=O)c1ccccc1)Oc1ccc([N+](=O)[O-])cc1 | 8%
Cc1ccc(S(=O)(=O)Nc2ccccc2C(O)c2ccccc2)cc1 (centres undefined) | 2%
CCC(=O)Nc1sc2c(c1C(N)=O)CCN(Cc1ccccc1)C2 | 20%[76.3 µM]
CN1C(=O)[C@H](Cc2ccc([N+](=O)[O-])cc2)NC1=S | -4%
COc1ccc(/C=N\NC(=O)c2ccccc2Br)cc1COc1ccccc1 | 0%[76.3 µM]
COC(=O)c1cccc(NC(=O)Cc2ccsc2)c1 | -9%
O=C(Nc1ccc(N2CCN(C(=O)c3cccs3)CC2)cc1)c1cccc(F)c1 | 0%
CC(=O)c1ccc(OC(=O)COc2ccccc2)cc1 | 15%[76.3 µM]
CCc1ccc2oc(C(=O)NCCc3ccc(S(N)(=O)=O)cc3)cc(=O)c2c1 | 4%
C/C(=N\NC(=O)c1nnn(-c2nonc2N)c1CN(C)c1ccccc1)c1ccccc1O | -12%[76.3 µM]
Cc1ccc(S(=O)(=O)CC(=O)Nc2ccccn2)cc1 | -4%
NS(=O)(=O)c1c(Sc2ccccc2C(=O)O)ccc2ccccc12 | 13%[76.3 µM]
CCCCCN(C(=O)CCC(=O)OCc1ccccc1Cl)c1c(N)n(CCCC)c(=O)[nH]c1=O | 4%[76.3 µM]
COc1cc(CNCc2cc(OC)c(OC)c(OC)c2)cc(OC)c1 | 18%[76.3 µM]
COc1ccc(CC(C)Nc2cccc(SC)c2)cc1 (centres undefined) | -9%[76.3 µM]
CCN(C(=O)c1c(-c2ccccc2Cl)noc1C)C1CCCCC1 | -6%
O=C(NC(=S)Nc1ccc2nc[nH]c2c1)c1ccccc1 | 0%[76.3 µM]
Cc1ccc(S(=O)(=O)NCC(=O)N(CC2CCCO2)C(C(=O)NC2CCCC2)C(C)C)cc1 (centres undefined) | 7%[76.3 µM]
CCOc1cc(NC(=O)C2CC2)c(OCC)cc1NC(=O)c1cc(OC)c(OC)c(OC)c1 | -6%[76.3 µM]
COc1ccccc1C(=O)N1CCN(C(=O)Cc2ccccc2)CC1 | 6%
COc1cc(CN2CC(=O)N(c3ccccc3Cl)C2=S)cc(OC)c1OC | u
O=C(COc1ccc(-c2ccccc2)cc1)N/N=C/c1cccnc1 | -5%[76.3 µM]
Cc1ccc(S(=O)(=O)N2CCN(C(=O)CC(C)n3cncn3)CC2)cc1C (centres undefined) | -9%
COc1ccc(CCNCC(=O)Nc2ccc(C)c(Br)c2)cc1OC | -17%[76.3 µM]
COc1ccc2ccccc2c1CN1CCN(C(=O)c2ccco2)CC1 | -1%
Cc1ccc([N+](=O)[O-])cc1S(=O)(=O)Nc1ccc(OCC(=O)N2CCOCC2)cc1 | -2%[76.3 µM]
CC(C)(CC(=O)O)CC(=O)N1CCN(c2cc(C(F)(F)F)nc3ccccc23)CC1 | -5%
Cc1cc(OCC(=O)NCCc2c[nH]c3ccccc23)c2c(C)c(C)c(=O)oc2c1 | 3%[76.3 µM]
CS(=O)(=O)Nc1ccc(C(=O)Nc2ccc(S(=O)(=O)N3CCCCC3)cc2)cc1 | -7%[76.3 µM]
CC(=O)Nc1cccc(C(=O)OC(C)C(=O)NC2CCCc3ccccc32)c1 (centres undefined) | -7%[76.3 µM]
Cc1ccc(/C=N/n2c(-c3ccccc3)n[nH]c2=S)cc1 | 7%[76.3 µM]
CC(=O)c1ccc(NC(=O)C(C)OC(=O)C2CC(=O)N(c3ccc4c(c3)OCCO4)C2)cc1 (centres undefined) | 0%[76.3 µM]
CNS(=O)(=O)c1cccc(C(=O)OCCCOC(=O)c2cccc(S(=O)(=O)NC)c2)c1 | -7%[76.3 µM]
COc1ccc(-c2noc(CN(C)C(=O)c3ccoc3C)n2)cc1 | -2%
Cc1cc(=O)[nH]c(N/N=C/c2ccccc2Cl)n1 | -1%
O=C1Cc2cc(S(=O)(=O)N3CCN(c4cccc(C(F)(F)F)c4)CC3)ccc2N1 | 9.5µM*
O=C(CSc1nc2ccccc2nc1N1CCOCC1)N1CCN(c2ccccc2)CC1 | 4%[76.3 µM]
CC(NC(=O)NC(=O)c1cccc(Cl)c1)c1ccccc1 (centres undefined) | -10%[76.3 µM]
CC1CCN(S(=O)(=O)c2cc(F)ccc2CN2C(=O)c3cccnc3C2=O)CC1 | -4%[76.3 µM]
Cc1cc(C)cc(N(C(=O)CNC(=O)c2ccco2)C(C(=O)NC2CCCCC2)c2ccncc2)c1 (centres undefined) | 4%
COc1ccccc1CNC(=O)CSc1nnc2c(n1)[nH]c1ccc(F)cc12 | 11%
COc1ccc(O)c(CN2CCC(n3nccc3NC(=O)C3CCCC3)CC2)c1 | -1%[76.3 µM]
Cc1cccc(OCc2nnc(SCC(=O)N3CCCCC3)o2)c1 | -2%
CCN(Cc1ccccc1)C(=O)CCS(=O)(=O)c1ccc2c(c1)NC(=O)CO2 | -10%[76.3 µM]
NC(=O)c1nsc(C(=O)N(c2ccc3c(c2)OCO3)C(C(=O)NCC2CCCO2)c2ccc(F)cc2)c1N (centres undefined) | u
CCN(C(=O)COC(=O)CCc1ccccc1)c1ccccc1 | -8%[76.3 µM]
CCN(Cc1ccncc1)C(=O)c1cc(COc2c(F)cccc2F)on1 | 8%[76.3 µM]
OC(CNCC1CCCCC1)COc1ccccc1 (centres undefined) | 0%
N=c1c(C(=O)NC2CCCC2)cc2c(=O)n3ccccc3nc2n1Cc1ccccc1 | -5%[76.3 µM]
COc1ccc(CN2CCN(Cc3cc4ccccc4o3)CC2CCO)cc1C (centres undefined) | 4%[76.3 µM]
CCOC(=O)N1CCN(C(=O)c2cc(COc3cccc(C(F)(F)F)c3)on2)CC1 | -2%[76.3 µM]
Cc1ccc(NC(=O)c2ccc(S(=O)(=O)NCc3cccnc3)cc2)c(C)c1 | 0%

The results go on:
Compound | GAA glycogen
COc1ccc(/C=C(/NC(=O)c2ccco2)C(=O)N2CCCCCC2)cc1OC | 0%[76.3 µM]
CN(C)N1C(N)=C(C#N)C(c2ccccc2)C2=C1CC(C)(C)CC2=O (centres undefined) | 0%
CCCOc1ccc(/C=C/C(=O)NC2CCCCC2)cc1 | 12%[76.3 µM]
CN(C)S(=O)(=O)N1CCC(Oc2ccc(C(=O)NC3CCOC(C)(C)C3)cc2)CC1 (centres undefined) | 4%[76.3 µM]
CCN(CC)Cc1c(C(=O)N/N=C/c2ccncc2)nnn1-c1nonc1N | -11%[76.3 µM]
COc1ccccc1N=Nc1c(C)n[nH]c1C | -2%
Cc1c(C(=O)N2CCCC2)oc2ccc(Br)cc12 | -2%[76.3 µM]
O=C(CCC(=O)N1CCN(c2ccc(Cl)c(Cl)c2)CC1)c1ccccc1 | -8%[76.3 µM]
COc1ccc(NC(=S)NC23CC4CC(CC(C4)C2)C3)cc1OC | -3%[76.3 µM]
Cc1ccc(S(=O)(=O)C2(C(=O)N3CCN(c4ccccc4F)CC3)CC2)cc1 | 0%
COc1cccc(N2CC(O)Cn3c2nc2c3c(=O)[nH]c(=O)n2C)c1 (centres undefined) | -10%[76.3 µM]
CC(C)c1ccc(S(=O)(=O)N2CCN(C(=O)c3cc(-c4ccccc4)n[nH]3)CC2)cc1 | 11%[76.3 µM]

Taken from above:
Under GAA glycogen, CC(C)c1ccc(S(=O)(=O)N2CCN(C(=O)c3cc(-c4ccccc4)n[nH]3)CC2)cc1 has the entry 11%[76.3 µM]
Under GAA glycogen, Cc1ccc(S(=O)(=O)C2(C(=O)N3CCN(c4ccccc4F)CC3)CC2)cc1 has the entry 0%
Under GAA glycogen, COc1ccccc1N=Nc1c(C)n[nH]c1C has the entry -2%
Under GAA glycogen, CCCOc1ccc(/C=C/C(=O)NC2CCCCC2)cc1 has the entry 12%[76.3 µM]
Under GAA glycogen, Cc1c(C(=O)N2CCCC2)oc2ccc(Br)cc12 has the entry -2%[76.3 µM]
Under GAA glycogen, COc1ccc(NC(=S)NC23CC4CC(CC(C4)C2)C3)cc1OC has the entry -3%[76.3 µM]
Under GAA glycogen, CN(C)S(=O)(=O)N1CCC(Oc2ccc(C(=O)NC3CCOC(C)(C)C3)cc2)CC1 (centres undefined) has the entry 4%[76.3 µM]

GAA glycogen: what is marked active above.
Compound | GAA glycogen
O=C1Cc2cc(S(=O)(=O)N3CCN(c4cccc(C(F)(F)F)c4)CC3)ccc2N1 | 9.5µM*

The list continues:
Compound | GAA glycogen
COc1ccc(CNCc2cccc(C)c2)cc1 | -2%[76.3 µM]
Cc1ccc(S(=O)(=O)CCC(=O)NCCc2ccc(Cl)cc2)cc1 | -4%
O=C(Nc1cccc2ncccc12)c1cc(Br)ccc1Cl | 2%[76.3 µM]
Cc1ccc2nc3c(c(N)c2c1)CCN3C | 3%
Cc1cc(C)cc(OCCNC(=O)c2cc(S(=O)(=O)N3CCOCC3)ccc2F)c1 | -2%
CCn1nnc2cc(C(=O)Nc3cc(S(C)(=O)=O)ccc3Cl)ccc21 | -13%[76.3 µM]
COc1ccc(NC(=O)NCc2cccnc2)cc1 | -11%[76.3 µM]
O=C(Nc1cccnc1)c1ccc(Cl)c(Cl)c1 | 0%[76.3 µM]
Cc1nnc(SCC(=O)NC2CC2)n1-c1ccccc1 | -5%[76.3 µM]
COc1cccc(C(C)NC(=O)Cc2cccs2)c1 (centres undefined) | -1%[76.3 µM]
O=C1CCN(CCc2ccccc2)CCN1CCSc1ccccc1 | 2%[76.3 µM]
COc1cccc(-c2c(NC(C)=O)n(C)c3ccccc3c2=O)c1 | 3%
CSCCC(NC(=O)C1CCCC1)c1nnc2ccccn12 (centres undefined) | -3%[76.3 µM]
COc1cc2c(cc1OC)C(COc1ccccc1OC)N(C(C)=O)CC2 (centres undefined) | 5%
Cn1c(CNC(=O)CCNC(=O)c2cccc(Cl)c2)cc(=O)n(C)c1=O | -21%[76.3 µM]
C=CCOc1ccc(CNCc2cccnc2)cc1 | -4%[76.3 µM]
O=C(N/N=C/c1cccc(O)c1)C(=O)N1CCCCCC1 | -9%
CC(C)Cc1cc(C(=O)N2CCCC(C(=O)c3cc(F)ccc3F)C2)no1 (centres undefined) | -6%[76.3 µM]
CC(=O)c1ccc(N2CCN(S(=O)(=O)c3ccc4c(c3)NC(=O)CO4)CC2)cc1 | -1%[76.3 µM]
Cc1cc(C)c2c(CN3CC(C)OC(C)C3)cc(=O)oc2c1C (centres undefined) | -6%
CC(OC(=O)CCCC(=O)Nc1ccc(F)cc1)C(=O)c1ccccc1 (centres undefined) | -2%
O=C(Nc1ccccc1C(=O)NCc1ccccc1)C1=CSCCO1 | -10%[76.3 µM]
CCS(=O)(=O)c1nc(S(=O)(=O)c2ccc(C)cc2)c(NCCN2CCOCC2)s1 | -3%[76.3 µM]
COCc1nnc(NC(=O)c2c(-c3c(Cl)cccc3Cl)noc2C)s1 | 11%
CN(C(=S)NC(=O)c1ccc(F)cc1)C1CCCCC1 | -6%[76.3 µM]
CN1CCN(CCCNCc2cn(CCC#N)c3ccccc23)CC1 | -9%
Cc1ccc(NC(=O)CCN2C(=O)c3cccc([N+](=O)[O-])c3C2=O)c(Br)c1 | 14%[76.3 µM]
Cc1ccc(C(C)NC(=S)NCc2ccc(F)cc2)c(C)c1 (centres undefined) | -7%[76.3 µM]
Oc1ccc(C=NCCc2ccccc2)cc1 | -2%
CSCCC(NC(=O)c1ccco1)C(=O)Nc1ccncc1 (centres undefined) | -5%[76.3 µM]
CCOC(CNC(=O)c1cc2c(=O)n(CC)c3ccccc3c2s1)OCC | -6%
COc1cccc(C2C(C#N)=C(N)N(N(C)C)C3=C2C(=O)CCC3)c1 (centres undefined) | -29%
O=c1[nH]c(/C=C/c2ccc(Cl)cc2Cl)c([N+](=O)[O-])c(=O)[nH]1 | -11%[76.3 µM]
Cc1cc2oc(=O)cc(CN3CCOCC3)c2cc1Cl | -3%[76.3 µM]
COc1ccc(CC(=O)NCC(=O)N/N=C/c2sccc2C)cc1 | -7%[76.3 µM]
CCC(COC)NC(=O)CCc1nnc(Cc2c[nH]c3ccccc23)o1 (centres undefined) | -4%[76.3 µM]

Molecules shown so far that have a cyano group:
Compound | GAA glycogen
CN(C)N1C(N)=C(C#N)C(c2ccccc2)C2=C1CC(C)(C)CC2=O (centres undefined) | 0%
CN1CCN(CCCNCc2cn(CCC#N)c3ccccc23)CC1 | -9%
COc1cccc(C2C(C#N)=C(N)N(N(C)C)C3=C2C(=O)CCC3)c1 (centres undefined) | -29%

Continued.
Compound | GAA glycogen
CCN(CC)C(=O)CSc1nc2c(sc(=S)n2-c2ccc(C)cc2C)c(=O)[nH]1 | 0%
Cc1ccc(N2CCN(S(=O)(=O)c3ccc4c(c3)NC(=O)C(C)C(=O)N4)CC2C)cc1 (centres undefined) | 11%[76.3 µM]
CCCCc1ccc(NC(=O)NCc2cccnc2)cc1 | -5%[76.3 µM]
O=C(CCc1ccncc1)N1CCCC(Nc2ccc(F)cc2)C1 (centres undefined) | 0%[76.3 µM]
O=C(NCCCN=C1NS(=O)(=O)c2ccccc21)c1ccccc1Cl | -3%
CCOC(=O)/C=C1\CN(Cc2ccc(OC)cc2)S(=O)(=O)c2ccccc21 | 20%[76.3 µM]
CCN1C(=O)/C(=C2/Sc3ccccc3N2CC)SC1=S | 17%[76.3 µM]

Only part of the results is shown. The share of hits here may be higher or lower than overall.
